High-throughput results as filed in PubChem BioAssay.
SENP8 block-1 = inhibitors of human SENP8 protease; inhibition, % at 20 µM; recombinant SENP8, Nedd8 substrate fluorescence; 360,000 compounds, 0.64% hits; AID 602440; Q96LD8; in the data active means inhibition mostly above about 40%, no sharp cut-off; inactive means mostly below about 27%
SENP7 inh = SENP7 protease inhibition. 330,000 compounds, 1.5% hits. Q9BQF6. recombinant SENP7, Z-RLRGG-aminoluciferin luminescence, 40 min. inhibition, % at 5 µM;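 active means inhibition above about 50% at the single test dose, limit read from the data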;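 further: plate controls were DMSO with enzyme for no effect and no enzyme buffer wells for full effect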
HKDC1 inhibitor = HKDC1 (human) hexokinase inhibition; recombinant HKDC1, G6PDH/diaphorase resazurin coupled fluorescence; inhibition, % at 20 µM; 340,000 compounds, 0.16% hits;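 active means inhibition above about 35% when tested at 20 µM, limit read from the data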;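 further: plate controls were DMSO wells with enzyme for no effect and DMSO wells lacking enzyme for full effect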
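Assay system: recombinant HKDC1 hexokinase; detection: coupled resazurin fluorescence, excitation 525 nm, emission 613 nm; benchmarks: DMSO-plus-enzyme-mix negative control, buffer-substituted positive control; compound dosing: single 20 µM dose; schedule: 90 min at room temperature in dark; also added: glucose plus 1 mM ATP as hexokinase substrates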
SENP6 block = inhibitors of human SENP6 protease. Q9GZR1. Recombinant SENP6 catalytic domain, aminoluciferin luminescence. inhibition, % at 10 µM. 330,000 compounds, 1.8% hits;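 active means inhibition above about 50% at the single tested dose, limit read from the data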;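 further: plate controls were DMSO wells with enzyme for no effect and DMSO wells lacking enzyme for full effect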
Target sequence (Q9GZR1 628-1112 limits assumed): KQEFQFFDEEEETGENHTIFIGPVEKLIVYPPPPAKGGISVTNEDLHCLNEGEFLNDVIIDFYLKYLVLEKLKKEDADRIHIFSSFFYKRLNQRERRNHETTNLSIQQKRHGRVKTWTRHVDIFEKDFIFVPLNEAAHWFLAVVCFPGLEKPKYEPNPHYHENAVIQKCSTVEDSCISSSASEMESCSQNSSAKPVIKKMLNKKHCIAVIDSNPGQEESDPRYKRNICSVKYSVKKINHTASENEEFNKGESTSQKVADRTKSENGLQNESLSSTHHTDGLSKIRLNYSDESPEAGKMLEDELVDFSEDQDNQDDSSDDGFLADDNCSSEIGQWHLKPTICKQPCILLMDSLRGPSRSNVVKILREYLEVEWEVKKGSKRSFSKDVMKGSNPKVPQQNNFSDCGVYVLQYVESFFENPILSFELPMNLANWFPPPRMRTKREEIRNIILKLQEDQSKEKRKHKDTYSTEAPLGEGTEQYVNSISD
MIN6 prolif = induces beta-cell replication in MIN6 cells; MIN6 cells proliferation, ATPlite luminescence, 48 h; cells starved in 0.2% serum; 100% = growth in 10% serum; proliferation, % at 10 µM; 330,000 compounds, 0.29% hits;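 active means compounds whose signal lies at least 3.5 SD above the mean of all wells on their plate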;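 further: 0% = DMSO-treated cells in low-serum medium and 100% = 10% serum control; some compounds called inactive have numbers as strong as hits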
SENP1 FRET inh = blocks the human SENP1 SUMO protease catalytic domain. Q9P0U3. recombinant SENP1 catalytic domain, CyPet-SUMO1-YPet FRET cleavage. inhibition, % at 10 µM. 360,000 compounds, 0.21% hits;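 active means inhibition at least 30% at 10 µM, raw YFP signal under a set limit, fluorescence ratio 0.5 to 1.5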;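 further: 0% = enzyme with DMSO and 100% = no enzyme wells; some results filed as inactive read as strong as hits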
Target sequence (Q9P0U3 419-644 limits assumed): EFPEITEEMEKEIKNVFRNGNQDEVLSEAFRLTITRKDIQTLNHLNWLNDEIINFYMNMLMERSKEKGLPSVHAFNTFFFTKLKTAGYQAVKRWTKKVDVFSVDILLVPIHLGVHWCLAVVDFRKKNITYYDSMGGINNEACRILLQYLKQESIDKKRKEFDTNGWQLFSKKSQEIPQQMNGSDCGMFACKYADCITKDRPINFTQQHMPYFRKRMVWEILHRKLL
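Controls: no-enzyme wells low, DMSO-plus-enzyme wells high control. Test system: human recombinant His6-tagged SENP1 catalytic domain enzyme. Reagent: SFCypet-SUMO1-SFYpet FRET protein substrate, 25 nM final. Doses: one dose per compound, 10 µM, 0.5% DMSO. Detection: FRET, CFP and YFP emission. Timing: 50 min reaction at room temperature.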
PfG6PD inh = PfG6PD (Plasmodium falciparum) enzyme inhibition; PfGluPho enzyme, NADPH resazurin-diaphorase fluorescence; inhibition, % at 20 µM; 350,000 compounds, 0.78% hits;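 active means inhibition reaching at least a set limit at 20 µM in the primary screen, cut at about 59% in these data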;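 further: 0% = DMSO wells with substrate and 100% = DMSO wells lacking glucose-6-phosphate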
SENP8 block-2 = inhibitors of human SENP8 protease; Q96LD8; purified SENP8, Z-RLRGG-aminoluciferin cleavage, luminescence; inhibition, % at 10 µM; 330,000 compounds, 1.2% hits; AID 2540; in the data active means inhibition above about 50%
UBC13 polyUb = blocks human UBC13 polyubiquitin chain formation | P61088 | TR-FRET | inhibition, % at 20 µM | 330,000 compounds, 0.47% hits | AID 485273; in the data active means inhibition above about 45%, passing the limit was not always enough
Target sequence (P61088 whole entry, looked up): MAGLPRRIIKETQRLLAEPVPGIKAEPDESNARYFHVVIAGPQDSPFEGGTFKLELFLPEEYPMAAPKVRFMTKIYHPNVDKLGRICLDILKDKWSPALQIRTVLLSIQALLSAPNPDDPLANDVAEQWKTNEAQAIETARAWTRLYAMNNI
The depositor's hits bear a star; i = inactive; . = no result given. This is a random part of the collection, and some 4% of all compounds hit somewhere here.

SMILES	SENP8 block-1	SENP7 inh	HKDC1 inhibitor	SENP6 block	MIN6 prolif	SENP1 FRET inh	PfG6PD inh	SENP8 block-2	UBC13 polyUb
OCCCn1c(C2CCCN2c2nc(-c3ccc(F)cc3)cs2)nc2cc(C(F)(F)F)ccc21 (stereo not drawn)	-1	-5	1	-9	-9	0	25	2	-6
COc1cc(NS(=O)(=O)c2ccc(NC(=S)NC(=O)COc3ccccc3OC)cc2)nc(OC)n1	5	8	-5	-17	3	1	-2	-7	-25
Cc1ccccc1C(=O)NCC(=O)Nc1ccccc1C(F)(F)F	31	1	-5	-17	1	1	-14	-3	3
CCOC(=O)c1c(NC(=O)Cn2nnc3ccccc32)sc2c1CCC(C)C2 (stereo not drawn)	-6	-8	1	-2	-4	-3	5	-1	0
COc1ccc(C2C(=O)NN=C2C)cc1 (stereo not drawn)	7	.	-7	.	.	2	-9	.	.
Cc1ccc(-n2nnnc2SCC(=O)Nc2ccc3c(c2)COC3=O)cc1C	-8	0	-4	6	-1	-4	1	9	1
CC(=O)Nc1ccc(NC(=O)COC(=O)c2ccc(C)s2)cc1	32	-2	-2	-17	-3	4	-10	-4	3
Cc1nn(Cc2ccc(Cl)cc2)c(C)c1NC(=O)c1noc2c1CCCCC2	6	1	-11	-2	-3	1	0	2	12
COC(=O)c1ccc(OC)c(CSc2nnc(-c3ccc(C)cc3)o2)c1	20	.	2	.	.	2	-5	.	.
Cc1cc(C(=O)NCc2cccnc2)n(-c2ccccc2)n1	0	1	2	-8	-1	1	-18	-8	4
O=C(CCC(=O)N1CCN(S(=O)(=O)c2ccc([N+](=O)[O-])cc2)CC1)N1CCOCC1	22	-9	1	-5	-3	1	-3	-5	-19
COc1ccccc1OC(=O)C1CC(=O)N(c2ccc(Cl)cc2)C1 (stereo not drawn)	5	-12	-13	-6	-1	0	2	-14	0
COc1ccc(CN2C(=O)Cc3c2nc(N)c2c(N)nc(N4CCOCC4)c(C#N)c32)cc1	-446	27	4	66*	-3	-58	14	30	-6
Cc1ccc(C)c(S(=O)(=O)N2CCCCC2CCNC(=O)C(=O)NCc2ccccn2)c1 (stereo not drawn)	11	-3	1	-1	2	1	1	-9	2
COc1ccc(C(=O)Nc2ccc(N3CCN(C(=O)c4cccs4)CC3)cc2)cc1Br	16	-3	-3	13	-3	2	-5	6	-4
Cc1ccccc1N1CC(C(=O)Nc2nnc(SCc3cccnc3)s2)CC1=O (stereo not drawn)	22	-1	-1	-7	-2	1	11	8	-5
CNC(=O)COC(=O)c1ccc(NS(=O)(=O)c2ccc3c(c2)OCCO3)cc1	12	7	3	2	0	0	-10	-2	11
N#Cc1ccc(N2C(=O)[C@@H]3C(C(=O)C(c4ccccc4)c4ccccc4)=NN[C@@H]3C2=O)cc1	28	-2	-2	-3	1	3	3	-7	-1
CSc1ccccc1-n1nnnc1SCC(=O)Nc1cc(C)ccc1C	7	0	1	-8	2	3	2	3	9
CNC(=O)C(C)c1ncc(C(F)(F)F)cc1Cl (stereo not drawn)	14	-2	11	3	-3	0	-5	2	3
O=c1ccc(-c2ccc(S(=O)(=O)NCC3CCN(Cc4cccc(F)c4)CC3)s2)n[nH]1	-24	-11	1	4	-4	3	2	-10	-7
COc1ccc(N(C(=O)CNC(=O)c2ccco2)C(C(=O)NC2CCCCC2)c2ccco2)cc1 (stereo not drawn)	24	-4	-3	60*	0	1	-6	0	-1
Cc1ccc(NC(=O)c2ccc(S(=O)(=O)N3CCC(C)CC3)cc2)nc1	17	-4	-2	-1	-4	2	-5	2	-2
c1ccc(CSc2ccc(-c3ccccn3)nn2)nc1	13	-6	-8	-18	-4	1	9	-6	1
Fc1cccc(NC(=S)NNc2c3ccccc3nc3ccccc23)c1	-301	.	-1	.	.	-152	11	.	.
Cn1c(=O)n(C)c2cc(/C=C3/NC(=O)N(Cc4ccccc4)C3=O)ccc21	-314	-2	-4	-19	-3	-5	4	0	2
COc1cc2c(cc1NC(=O)c1cc(-c3ccncc3)nc3ccccc13)oc1ccccc12	-16	-6	-4	-36	-6	13	7	-14	-21
CCOc1cc(C2C(C#N)=C(N)Oc3cc(N)ccc32)ccc1O (stereo not drawn)	-158	-7	4	7	-3	-28	5	-7	-5
Cc1cccc(C)c1NC(=O)c1ccc(OCc2c(C)noc2C)cc1	6	-8	-3	19	-3	2	-8	-13	-2
COc1ccc(S[C@@H](CCN2CC[C@H](O)CCC2=O)c2ccccc2)cc1	11	-3	-7	-10	-1	-1	4	-11	-4

Individual results from the entries so far.
Value for `COc1ccc(S[C@@H](CCN2CC[C@H](O)CCC2=O)c2ccccc2)cc1` in HKDC1 inhibitor: -7
Value for `COc1cc2c(cc1NC(=O)c1cc(-c3ccncc3)nc3ccccc13)oc1ccccc12` in PfG6PD inh: 7
Value for `Fc1cccc(NC(=S)NNc2c3ccccc3nc3ccccc23)c1` in SENP1 FRET inh: -152

Already shown: entries from further up.
SMILES	SENP8 block-1	SENP7 inh	HKDC1 inhibitor	SENP6 block	MIN6 prolif	SENP1 FRET inh	PfG6PD inh	SENP8 block-2	UBC13 polyUb
Cc1cccc(C)c1NC(=O)c1ccc(OCc2c(C)noc2C)cc1	6	-8	-3	19	-3	2	-8	-13	-2
COc1ccc(S[C@@H](CCN2CC[C@H](O)CCC2=O)c2ccccc2)cc1	11	-3	-7	-10	-1	-1	4	-11	-4

Continued.
SMILES	SENP8 block-1	SENP7 inh	HKDC1 inhibitor	SENP6 block	MIN6 prolif	SENP1 FRET inh	PfG6PD inh	SENP8 block-2	UBC13 polyUb
CC1CC1C(=O)NCCc1ccc(Cl)cc1 (stereo not drawn)	18	4	2	4	-1	1	-15	-6	2
COc1cccc(C(=O)N/N=C/c2ccc(OC)c(COc3ccccc3C(N)=O)c2)c1	-14	9	0	1	-6	-1	-8	4	-3
CCCCN(C)CCN1C(=O)C2C(C(=O)Nc3ccc(OC)cc3)C3C=CC2(O3)C1C(=O)NC1CCCCC1 (stereo not drawn)	9	0	-2	-1	-2	0	3	-6	-11
COCCNC(=O)CSc1nc(-c2ccccc2)c(-c2ccccc2)o1	-74	-12	-2	-5	-2	-2	-3	-4	1
O=C(O)C1CSC2c3ccccc3C(=O)N12 (stereo not drawn)	5	1	-8	-7	-1	3	6	2	4
N#CC1=C(N)N2C(=C(C#N)C13CCCCC3)SC1CCCCC12O (stereo not drawn)	8	-12	0	-2	-6	0	-1	-5	-2
Cc1ccc(N(CC(=O)O)S(C)(=O)=O)cc1Cl	13	-1	-4	0	-2	2	-18	-5	-10
Cc1ccc(C(CNS(=O)(=O)c2ccc(F)cc2)N2CCN(C)CC2)cc1 (stereo not drawn)	8	-1	-5	7	-2	3	0	2	-1
N#CN(CC(N)=O)c1nc(N2CCCCC2)nc(N2CCCCC2)n1	18	-5	-3	-5	-2	4	-3	-4	-1
O=C(C1CCC(=O)N1C1CCCCC1)N1CCN(c2ccc(F)cc2)CC1 (stereo not drawn)	16	-3	-11	-20	-1	3	-9	-6	-3
CSc1ccc(CNCCCSc2ncccn2)cc1	18	-3	-7	6	-2	0	-20	-2	10
COc1ccc(S(=O)(=O)NC(CC(=O)NCc2ccco2)C(C)C)cc1 (stereo not drawn)	17	0	-7	-12	-1	2	-3	0	-4
CCOc1ccc(NC(=O)c2cccc(NC(C)=O)c2)cc1S(=O)(=O)N1CCCC1	5	-6	-3	-3	-2	1	6	6	0
O=C(NCCc1c[nH]c2ccccc12)/C(=C\c1cccnc1)NC(=O)c1ccccc1F	10	-3	-8	-27	0	1	-2	4	4
C=CCN1C(=O)c2ccc(C(=O)N(C)CC(=O)Nc3ccccc3Br)cc2C1=O	8	-2	-10	-5	2	2	11	6	1
Cc1cc(=O)[nH]c(SCC(=O)N(CCC#N)c2ccccc2)c1C#N	8	-4	-10	-11	-2	-2	-10	-3	3
O=C(Cc1cccs1)Nc1nc(-c2ccc(F)c(F)c2)cs1	-4	4	-1	-20	-2	-49	6	-6	4
Cc1ccc(S(=O)(=O)N2CCCC2)cc1[N+](=O)[O-]	17	1	-3	-10	-3	1	1	-2	1
FC(F)(F)c1cccc(N2CCN(C(=S)NCC3CCCO3)CC2)c1 (stereo not drawn)	10	-4	-4	-10	-3	1	14	-1	4
CCN(CC)S(=O)(=O)c1ccc2c3c(cccc13)C(=O)N2	-381	-6	3	-9	11*	-95	6	-15	-2
Cn1c(C(C#N)C(=O)Cc2cccc3ccccc23)nc2ccccc21 (stereo not drawn)	-81	4	-6	-14	0	4	-13	3	7
CCOC(=O)c1ccccc1NC(=O)c1ccc2nc[nH]c2c1	-12	-12	4	-4	-5	1	-2	-12	-6
O=C(NCCc1cccs1)c1ccc(Cl)c(Cl)c1	18	-3	3	-4	-3	0	10	-8	-14
CC(C)N(Cc1ccccc1)C(=O)COC(=O)c1cc[n+]([O-])cc1	-4	-1	-3	8	-2	-3	1	3	3
O=C(/C=C/c1ccccc1)NC(=O)c1ccccc1O	-34	31	-7	9	-5	-3	-15	25	8
CCOC(=O)C1CCCN(C(=O)CC(C)c2ccccc2)C1 (stereo not drawn)	1	0	-11	-6	-1	1	-3	-6	2
Cc1ccc(-c2n[nH]c(=O)c3ccccc23)cc1S(=O)(=O)Nc1ccc(F)cc1	28	3	-24	2	-2	0	7	-1	6
Cc1ccc(C(=O)Nc2ccccc2N2CCCC2)cc1S(=O)(=O)N1CCOCC1	9	3	-6	13	5	1	0	4	10
CCCn1c(N)c(N(CCOC)C(=O)c2ccccc2F)c(=O)[nH]c1=O	10	-7	-7	-2	0	4	3	-1	-4
Cc1nc(SCC(=O)Nc2ccc(F)cc2)c(C#N)c(C)c1CC(=O)c1ccc(Br)cc1	21	0	-10	-8	-7	2	-10	-2	5
CC(C)(C)N(Cc1ccccc1)C(=O)CN1C(=O)NC2(CCCCCC2)C1=O	10	1	2	4	0	0	5	-7	3
CCn1c(C)nc2cc(C(=O)NNC(=O)CCC3CCCC3)ccc21	14	-4	-14	-9	-1	1	6	-2	3
NC(=O)C1CCN(CC(=O)c2c[nH]c3ccc(F)cc23)CC1	13	-3	-1	1	0	-7	-22	-1	34
CC(C)(C)C1CCc2c(sc(NC(=O)c3ccco3)c2C(N)=O)C1 (stereo not drawn)	i	-6	4	-6	-2	-3	1	-3	24
COc1cccc(C(=O)N2CCC(C(=O)N3CCN(C)CC3)CC2)c1	6	0	-2	-1	-2	0	-1	2	-5
CCCOc1ccc(C(=O)Nc2ccc(NC(=O)c3cccs3)cc2)cc1	-15	3	-6	-22	-2	3	-10	1	-6
O=C(NCCc1ccccc1)C(=O)NCC1OCCN1S(=O)(=O)c1ccc([N+](=O)[O-])cc1 (stereo not drawn)	14	1	4	0	-2	1	9	-5	3
O=C(Nc1ccccc1)c1ccccc1NC(=O)c1ccccc1C(=O)O	-225	-12	-7	-8	2	2	-9	-18	1
COC(=O)c1ccc(Cl)c(NC(=O)c2cccc([N+](=O)[O-])c2C)c1	-5	-1	-1	6	-2	0	-9	-2	7
COc1ccc(CCN(Cc2cccs2)S(=O)(=O)c2ccc(S(=O)(=O)N3CCC(C)CC3)cc2)cc1OC	8	-5	-13	-7	0	-1	5	-5	-1
